High-throughput results as filed in PubChem.
PP5 inh: inhibitors of human protein phosphatase 5 (PP5) | P53041 | purified PP5c, OMFP substrate fluorescence | inhibition, % at 6.7 µM | hit rate 0.18% among 320,000;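 active means inhibition above the campaign's mean inhibition across all tested compounds plus 3 SD, cut at about 9.5% in these data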;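 further: 0% = DMSO only and 100% = 100 µM cantharidin control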
Fh CTSL1 inh: blocks F. hepatica cathepsin L1 in PFM18AAP counter-screen. inhibition, % at 5.96 µM. AID 1906. recombinant F. hepatica cathepsin L1, Z-Leu-Arg-MCA fluorescence. hit rate 0.49% among 300,000;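 active means inhibition above the mean of all tested compounds plus 3 SD, set per screening campaign, cut at about 17% in these data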;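 further: 0% = plate median of test compound wells and 100% = 1 µM Z-Phe-Ala-diazomethylketone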
TPT1 inhibitor: C. albicans TPT1 enzyme inhibition; recombinant caTPT1, FP RNA substrate dephosphorylation; inhibition, % at 5 µM; hit rate 0.81% among 300,000; AID 1962;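 active means inhibition above the mean of all tested compounds plus 3 SD, set per screening campaign, cut at about 24% in these data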;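 further: plate controls were DMSO alone for no effect and ferristatin control at 100 nM for full effect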
JMJD2C inh: inhibitors of human GASC-1 (JMJD2C) demethylase; Q9H3R0; GST-JMJD2C(1-420) H3K9me3 demethylation, DELFIA europium; inhibition, % at 2.35 µM; hit rate 0.069% among 330,000; AID 2099;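 active means more than half of a compound's replicate wells show inhibition beyond 50%, single wells judged on their own value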;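 further: signal counts dimethyl H3K9 product captured on neutravidin plate; 0% = median of DMSO wells and 100% = 0.3 times that DMSO median; strong numbers were not always called active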
Efflux pump mplx: inhibitors of Candida antifungal efflux pumps expressed in yeast; hit rate 0.44% among 330,000; S. cerevisiae Candida pump triplex, Nile Red efflux; inhibition, % at 10 µM; AID 485275;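 active means plate passing quality check with inhibition over a set limit, or well fluorescence over plate mean plus 4 SD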;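 further: Nile Red retained in pooled yeast measured as flow cytometry median fluorescence; 0% = buffer negative control and 100% = Enniatin B positive control; higher means more Nile Red kept so more efflux inhibition; some compounds called inactive have numbers as strong as hits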
core dimer inh: HCV core protein dimerization inhibition | hit rate 0.33% among 300,000 | AID 1899 | TR-FRET GST/Flag-core106 dimerization, 1536-well | inhibition, % at 5 µM;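 active means inhibition above the mean of all tested compounds plus 3 SD, set per screening campaign, cut at about 45% in these data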
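Material: GST/Flag-tagged HCV core106 proteins. Incubation: 4 h, 22.5 °C incubation. Read-out basis: inhibition (%) from 671 over 617 nm ratio. Measured by: TR-FRET, excitation 340 nm, emission 617 and 671 nm.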
procasp7 counter: counter-screen: procaspase-7 (human) activation. recombinant procaspase-7, Ac-DEVD-pNA absorbance 405 nm; D23A/D198A/D206A triple mutant, cannot self-cleave; scale: DMSO 0, 5 µM enzyme 100. activation, % at 8.5 µM. P55210. AID 463210. hit rate 0.093% among 330,000;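 active means percent activation above the screen-wide mean plus 3 SD, cut at about 25% in these data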
Target sequence (P55210 whole entry D23A/D198A/D206A): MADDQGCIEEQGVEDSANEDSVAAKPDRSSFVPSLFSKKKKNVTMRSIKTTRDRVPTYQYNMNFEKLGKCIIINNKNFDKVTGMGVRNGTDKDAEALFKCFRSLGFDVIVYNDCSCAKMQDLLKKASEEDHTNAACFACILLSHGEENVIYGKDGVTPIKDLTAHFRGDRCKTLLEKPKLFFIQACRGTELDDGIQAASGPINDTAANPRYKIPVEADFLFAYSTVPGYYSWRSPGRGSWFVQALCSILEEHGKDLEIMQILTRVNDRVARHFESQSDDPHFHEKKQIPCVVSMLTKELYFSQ
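Test system: Procaspase-7 triple mutant (PC-7 D3A). Also added: Ac-DEVD-pNA substrate, 400 µM as added. Schedule: 1 h enzyme–compound preincubation and 2 h substrate reaction, both 25 °C. Signal: p-Nitroaniline absorbance at 405 nm, read at 0 and 120 min. Control set: low DMSO alone, high DMSO plus 5 µM PC-7.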
procasp3 activ: activators of human procaspase-3; P42574; recombinant procaspase-3 D3A, Ac-DEVD-pNA absorbance 405 nm; activation, % at 8.5 µM; hit rate 0.11% among 330,000; AID 463141;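 active means activation above the mean of all tested compounds plus 3 SD, cut at about 21% in these data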;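 further: 0% = DMSO alone and 100% = DMSO wells spiked with extra 5 µM PC-3 D3A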
Target sequence (P42574 whole entry D9A/D28A/D175A): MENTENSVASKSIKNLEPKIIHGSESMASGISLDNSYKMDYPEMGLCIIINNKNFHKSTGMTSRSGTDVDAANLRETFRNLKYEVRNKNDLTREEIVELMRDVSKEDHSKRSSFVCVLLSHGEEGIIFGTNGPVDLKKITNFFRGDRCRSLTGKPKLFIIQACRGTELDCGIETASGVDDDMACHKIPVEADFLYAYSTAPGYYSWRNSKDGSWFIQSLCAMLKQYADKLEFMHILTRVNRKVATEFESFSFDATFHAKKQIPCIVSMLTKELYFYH
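Assay system – Procaspase-3 D3A mutant · Benchmarks – DMSO low control, extra-enzyme high control · Technique – 405 nm absorbance of p-nitroaniline, reads at 0 and 120 min · Doses – 8.5 µM nominal · Measure – % activation between DMSO and enzyme-spiked controls · Also added – Ac-DEVD-pNA chromogenic peptide substrate · Schedule – 1 h compound preincubation, 2 h substrate hydrolysis at 25 °C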
PP1 inh: PP1-alpha (human) inhibition in PP5 counter-screen. AID 2235. P62136. hit rate 0.9% among 320,000. inhibition, % at 6.7 µM. purified PP1alpha, OMFP fluorescence;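 active means inhibition above the mean inhibition of all tested compounds plus 3 SD, computed separately for each screening campaign, cut at about 15% in these data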
Target sequence (P62136 whole entry, looked up): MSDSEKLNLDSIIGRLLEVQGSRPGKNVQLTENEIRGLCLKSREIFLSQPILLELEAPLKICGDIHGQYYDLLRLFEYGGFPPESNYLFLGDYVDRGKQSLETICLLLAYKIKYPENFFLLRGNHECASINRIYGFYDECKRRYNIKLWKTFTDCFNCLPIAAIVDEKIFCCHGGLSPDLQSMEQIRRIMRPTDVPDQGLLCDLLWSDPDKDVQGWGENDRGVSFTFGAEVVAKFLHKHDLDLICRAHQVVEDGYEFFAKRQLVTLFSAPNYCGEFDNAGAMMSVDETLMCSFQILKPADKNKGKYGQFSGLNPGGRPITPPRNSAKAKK
Starred values were filed as active, the others as inactive; i = inactive; x = not tested or not shown. Compounds as they come; about 2.9% have a hit in one of these screens.

Order of values – PP5 inh, Fh CTSL1 inh, TPT1 inhibitor, JMJD2C inh, Efflux pump mplx, core dimer inh, procasp7 counter, procasp3 activ, PP1 inh
Cc1ccc2nc(-c3ccccc3)cc(C(=O)NNC(=O)c3csc(N4CCOCC4)n3)c2c1
    0.5, -4, 1, -7, -0.1, 6, 1, 6, 2
COC(=O)c1sc2nc(CSc3ccc(Br)cc3)[nH]c(=O)c2c1C
    -0.2, -4, 35*, -2, 0.0, 2, -8, 5, -1
Cn1c(N2CCCCC2)cc(=O)n(C)c1=O
    0.8, 4, -1, -7, 0.2, 1, 4, 9, -5
CO/N=C/c1ccc(N2CCCC2)c([N+](=O)[O-])c1
    -2.5, -4, -1, -22, 0.2, 0, 8, 1, -5
C=CC[C@H](CC(=O)NCCO)C(=O)N[C@H](COC(=O)[C@@H](CC=C)Cc1ccc(F)cc1)c1ccccc1
    x, x, x, 4, -0.1, x, -2, 4, x
CCC1CCCCN1CCCNC(=O)CN1C(=O)CSc2ccc(S(=O)(=O)N3CCOCC3)cc21 (configuration not stated)
    -3.0, -1, -3, 12, -0.1, 0, 7, -1, -2
O=C(CCl)N(Cc1ccccc1)c1ccccc1
    3.8, 8, 0, -15, -0.1, 0, 1, 4, -2
CCn1c(SCC(=O)Nc2cccc(C)c2)nc2ccccc2c1=O
    1.0, 1, -1, -8, 0.4, 2, 2, -9, 2
CCC(=O)NC(NC(=S)Nc1c(C)n(C)n(-c2ccccc2)c1=O)C(Cl)(Cl)Cl (configuration not stated)
    2.3, 1, 2, 29, 0.2, -5, -2, 6, 3
CCn1c(=O)n(CC(=O)N(C)Cc2ccccc2)c(=O)c2ccccc21
    5.8, -1, -5, -3, 0.0, -8, 10, -9, 0
CN(C)S(=O)(=O)NCC1CCCN(Cc2cc3ccccc3s2)C1 (configuration not stated)
    -1.2, 1, -2, 10, 0.0, -1, 7, 4, -1
CCCNC(=O)C/C(C)=N/NC(=O)C(=O)Nc1ccccn1
    2.3, 1, 1, 18, 0.1, 0, 3, -9, -3
COc1ccc(C(=O)/C=C2/C(=O)Nc3ccccc32)c(OC)c1
    -0.8, -5, 0, -37, 0.1, 7, -1, 3, 1
COc1ccc2[nH]c(=O)c(CNc3ccccc3OC)cc2c1
    3.6, 2, 16, 13, 0.2, 2, -14, -8, 4
Cc1ccc(C(=O)NNC(=O)CSc2nnc(CNc3ccc(F)cc3)n2C)cc1
    0.7, -2, -3, 5, -0.1, -4, 7, -5, -5
CCOc1ccccc1NC(=O)c1cccc(NC2=NC3CS(=O)(=O)CC3S2)c1 (configuration not stated)
    1.5, -3, 2, -11, 0.0, -10, 3, 3, 0
CCCCCn1c(=O)[nH]c2cc(C(=O)N3CCN(CC)CC3)ccc2c1=O
    -0.5, -5, -10, -6, 0.0, -1, 9, 4, -3
Cc1ccc(C)c(NC(=O)COC(=O)c2cccc3c2C(=O)c2ccccc2C3=O)c1
    1.8, 5, -6, -2, 0.0, 14, -8, 7, 10
COC(=O)n1c(=S)oc2cc(Cl)ccc21
    -0.2, -1, 0, -12, -0.1, -2, -11, 2, -1
CN1CCn2c1nc(N1CCCCC1)nc2=O
    3.2, 4, -3, 3, -0.1, -14, -1, 9, -8
O=C(CCc1ccccc1)Nc1ccc(NC(=O)c2ccco2)cc1
    1.7, -2, -2, -1, 0.1, -1, 2, 8, -3
Nc1ccc(C(=O)N/N=C\C=C\c2ccc([N+](=O)[O-])cc2)cc1
    -2.5, 9, 2, 0, 0.0, -9, 3, -1, 2
Cc1cccc2cc(CN(Cc3ccco3)C(=O)c3ccncc3)c(=O)[nH]c12
    0.5, 1, -2, 14, -0.2, -2, 3, -9, 0
CCOC(=O)C(=O)/C(=C\N(C)C)c1onc(-c2ccccc2)c1C(=O)OC
    1.5, 2, 1, 7, 0.9, -4, 7, -3, -2
COc1ccc(C(=O)NN=C2CCCC2)c(OC)c1
    2.2, -2, 4, -4, 0.1, -8, -3, 7, 0
O=C(NCc1ccccc1)c1cccc(S(=O)(=O)NCc2ccccc2)c1
    4.6, 2, 4, 4, 0.4, -4, 1, -3, -2
CCNC(=O)c1cccc(NC(=O)CC2SC(N3CCCCC3)=NC2=O)c1 (configuration not stated)
    1.5, -1, 2, -4, 0.1, -2, 8, 6, -2
Nc1ccc(-c2nc3ccc(N)cc3o2)cc1
    -0.9, 11, 1, 19, 0.0, -11, -7, -3, -1
O=C(Nc1ccccc1N1CCCC1)c1cccc(-c2cc3ccccc3oc2=O)c1
    0.3, -1, 1, 6, 0.2, 37, 0, -1, 18*
CN(c1ccc(OCC(=O)NCCc2ccccc2)cc1)S(=O)(=O)c1ccc(Cl)cc1
    2.2, -2, 0, -2, 0.0, -2, -3, 2, 3

Three of the entries above in order of their number in procasp3 activ, ascending.
molecule	procasp3 activ
Nc1ccc(-c2nc3ccc(N)cc3o2)cc1	-3
COc1ccc(C(=O)/C=C2/C(=O)Nc3ccccc32)c(OC)c1	3
C=CC[C@H](CC(=O)NCCO)C(=O)N[C@H](COC(=O)[C@@H](CC=C)Cc1ccc(F)cc1)c1ccccc1	4

Grouped by structure: those above containing a nitro group on carbon.
Order of values – PP5 inh, Fh CTSL1 inh, TPT1 inhibitor, JMJD2C inh, Efflux pump mplx, core dimer inh, procasp7 counter, procasp3 activ, PP1 inh
CO/N=C/c1ccc(N2CCCC2)c([N+](=O)[O-])c1
    -2.5, -4, -1, -22, 0.2, 0, 8, 1, -5
Nc1ccc(C(=O)N/N=C\C=C\c2ccc([N+](=O)[O-])cc2)cc1
    -2.5, 9, 2, 0, 0.0, -9, 3, -1, 2

Returning to the listing with the 2 entries that preceded the break.
Order of values – PP5 inh, Fh CTSL1 inh, TPT1 inhibitor, JMJD2C inh, Efflux pump mplx, core dimer inh, procasp7 counter, procasp3 activ, PP1 inh
O=C(Nc1ccccc1N1CCCC1)c1cccc(-c2cc3ccccc3oc2=O)c1
    0.3, -1, 1, 6, 0.2, 37, 0, -1, 18*
CN(c1ccc(OCC(=O)NCCc2ccccc2)cc1)S(=O)(=O)c1ccc(Cl)cc1
    2.2, -2, 0, -2, 0.0, -2, -3, 2, 3
Cc1cc(OC(=O)c2ccc(Cl)cc2Cl)nc(C)n1
    -2.2, 0, -1, x, -0.1, -24, 10, 3, 2
CC(C)C(=O)NCc1cc(-c2ccc(Cl)cc2)no1
    -1.1, 5, 1, -1, 0.1, 4, 5, 3, 3
CN(Cc1ccccc1)C(=O)c1[nH]cnc1C(=O)N[C@@H](CCCCNC(=O)OC(C)(C)C)C(=O)OC(C)(C)C
    1.2, 3, 1, -6, x, 7, -9, 15, 5
COC(=O)Nc1ccc(S(=O)(=O)N2CCC(C(=O)N3CCC(C)CC3)CC2)cc1
    -3.0, -6, -2, -21, -0.1, -2, 7, 6, -3
CCCCc1nnc(NC(=O)CSc2nc(N)cc(=O)[nH]2)s1
    0.5, -4, -2, 2, -0.2, -4, 0, 6, -1
CCc1ccccc1NC(=O)Nc1c(C)n(C)n(-c2ccccc2)c1=O
    0.0, 0, -3, 2, 0.0, -3, 5, -1, -4
C[C@@H]1CN([C@H](C)CO)C(=O)c2cc(NC(=O)C3CCCCC3)ccc2O[C@@H]1CN(C)Cc1ccncc1
    x, x, x, -18, -0.3, x, 0, -1, x
CN(Cc1ccco1)S(=O)(=O)c1cc(F)ccc1CN1C(=O)c2cccnc2C1=O
    -0.2, -3, -1, 4, -0.1, -4, 4, -2, 4
O=C(CCNC(=O)c1ccccc1)NCC1CCCCC1
    -0.2, -3, -2, -13, -0.1, -2, 7, 9, -4
NS(=O)(=O)c1ccc(NC(=O)c2cc(Cl)sc2Cl)cc1
    -0.7, 4, -1, -1, 0.1, -4, 2, 6, -3
CCOc1ccc(S(=O)(=O)n2cc(F)c(=O)[nH]c2=O)cc1
    1.6, -1, 1, 7, 0.1, 1, 5, 4, -2
CSc1ncc(C(=O)Nc2cccc(S(N)(=O)=O)c2)n1-c1ccccc1
    -0.9, 0, -3, 7, -0.4, -1, 0, -1, 0
CC(C)CN1C(=O)c2ccc(NC(=O)c3ccccc3F)cc2C1=O
    0.5, 0, -1, i, -0.2, -6, 5, 8, 3
O=C(O)c1ccc(S(=O)(=O)N2CCC(NC(=O)C3CCCCC3)CC2)cc1
    -0.9, 4, 1, -15, 0.1, 8, 0, -1, -3
COc1ccc(C(=O)Nc2ccccc2C(=O)Nc2ccc(C(=O)O)cc2)cc1
    2.3, -1, -1, -4, -0.1, -6, 16, 5, 0
O=C(NC(Cc1ccccc1)C(=O)O)c1ccc(S(=O)(=O)N2CCCC2)cc1 (configuration not stated)
    2.5, 0, 1, 12, 0.0, -22, 12, 3, 0
Nc1ccc(Br)cc1C(NCC(=O)O)c1ccccc1 (configuration not stated)
    3.3, 2, -1, -13, 0.2, -2, 13, -12, 0
COC(=O)c1ccccc1NC(=O)CCNC(=O)Cn1cnc2ccccc2c1=O
    -3.3, 2, -1, -2, -0.1, -1, 8, -4, -3
CCN(C(=O)CN1CCOCC1)c1c(N)n(Cc2ccccc2)c(=O)[nH]c1=O
    -0.3, -2, -1, 18, 0.0, -1, -1, 5, -5
Cc1cccc(-n2c(C)nc3cc(C(=O)NCc4ccc5c(c4)OCO5)ccc32)c1
    1.4, -2, -4, -3, -2.5, 6, -1, 6, -1
CCn1c2ccc(C)cc2c2n[nH]c(=S)nc21
    -2.3, -5, 4, 6, -0.2, 1, 6, -7, -1
CC(=O)c1c(C)[nH]c(C(=O)Nc2cc(S(=O)(=O)N3CCCCC3)ccc2C)c1C
    0.7, x, x, 1, 0.0, x, 2, 7, 0
CC(C)N1CCC(N2CCN(Cc3cc4c(cc3Cl)OCO4)CC2CCO)CC1 (configuration not stated)
    1.4, -1, -2, -14, 0.0, 2, 1, -1, -2
Cc1cc(Cl)ccc1OCC(=O)NNC(=O)c1ccco1
    2.1, -14, 1, 28, 0.2, -6, -5, -1, -6
COc1ccc(Cc2nc3ccc(C(=O)NCCc4cccc(C)n4)cc3o2)cc1
    1.7, -1, -3, -16, 0.1, 3, 8, 1, 1
